# A-T KAP1 phos = potential ataxia-telangiectasia treatments restoring KAP-1 phosphorylation; […] A-T fibroblasts, KAP-1 phosphorylation AlphaLISA; neocarzinostatin DNA damage 30 min before lysis; Potency, µM (highest dose often 57.5 µM), for the others: at the top dose activation, most hits filed as activators; 320,000 compounds, 0.19% hits; AID 485349; further: potency means the concentration at half of the fitted maximal effect; % of control where 0% means no effect; nearly all actives have a fitted effect of over 45% in size
#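 ATM-like activity read as KAP-1 phosphorylation via AlphaLISA donor/acceptor antibody pairs after lysis and 6 hr at 25C. Cells were ATM-null patient fibroblasts ([…], hTERT), dosed 60 min, then exposed to the DSB inducer NCS for 30 min.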
# Eya2 phos inh = blocks the phosphatase activity of human Eya2; Potency, µM (highest dose often 76.9 µM), without a hit: top-dose activity, negative = inhibition, hits mostly inhibitors; O00167; recombinant Eya2, OMFP fluorescence dephosphorylation (OMFP is methylfluorescein phosphate); 330,000 compounds, 0.006% hits; further: potency means the concentration at half of the fitted maximal effect; on the % scale 0 is the no-effect control and ±100 the full control effect
# Target sequence (O00167 whole entry, looked up): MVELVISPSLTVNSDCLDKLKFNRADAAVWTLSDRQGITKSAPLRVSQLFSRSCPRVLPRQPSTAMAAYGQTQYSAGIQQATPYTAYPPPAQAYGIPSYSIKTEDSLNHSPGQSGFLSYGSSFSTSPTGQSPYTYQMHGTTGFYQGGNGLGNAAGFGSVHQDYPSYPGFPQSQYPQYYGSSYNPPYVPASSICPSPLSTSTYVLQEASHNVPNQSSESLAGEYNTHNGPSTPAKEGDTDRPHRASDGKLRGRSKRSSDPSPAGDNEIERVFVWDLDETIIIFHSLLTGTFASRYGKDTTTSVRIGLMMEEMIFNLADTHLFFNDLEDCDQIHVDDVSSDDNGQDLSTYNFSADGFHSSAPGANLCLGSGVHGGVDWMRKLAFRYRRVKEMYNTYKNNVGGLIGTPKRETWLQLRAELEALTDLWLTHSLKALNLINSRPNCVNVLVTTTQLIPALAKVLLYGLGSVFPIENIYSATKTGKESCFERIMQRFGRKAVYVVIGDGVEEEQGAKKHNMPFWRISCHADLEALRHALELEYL
#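 Eya2 protein (added as 0.2 uM solution) was preincubated with compound for 10 min at ambient temperature in 50 mM HEPES pH 7.5, 50 mM NaCl, 5 uM MgCl2, 0.05% BSA, 1 mM DTT. OMFP (added at 50 uM) then reacted 10 min; fluorescence read at 485/525 nm.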
# Tb PFK inh = blocks T. brucei phosphofructokinase; Potency, µM (doses to about 57.5 µM), inactives show at the highest dose activity, negative = inhibition, most hits filed as inhibitors; 330,000 compounds, 0.17% hits; T. brucei PFK, ADP-Glo luminescence; AID 485367;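 further: potency means the concentration at half of the fitted maximal effect; 0% = uninhibited 1x PFK enzyme wells and -100% = no-enzyme wells; nearly all actives have a fitted effect of over 60% in size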
# Target sequence (O15648 whole entry, looked up): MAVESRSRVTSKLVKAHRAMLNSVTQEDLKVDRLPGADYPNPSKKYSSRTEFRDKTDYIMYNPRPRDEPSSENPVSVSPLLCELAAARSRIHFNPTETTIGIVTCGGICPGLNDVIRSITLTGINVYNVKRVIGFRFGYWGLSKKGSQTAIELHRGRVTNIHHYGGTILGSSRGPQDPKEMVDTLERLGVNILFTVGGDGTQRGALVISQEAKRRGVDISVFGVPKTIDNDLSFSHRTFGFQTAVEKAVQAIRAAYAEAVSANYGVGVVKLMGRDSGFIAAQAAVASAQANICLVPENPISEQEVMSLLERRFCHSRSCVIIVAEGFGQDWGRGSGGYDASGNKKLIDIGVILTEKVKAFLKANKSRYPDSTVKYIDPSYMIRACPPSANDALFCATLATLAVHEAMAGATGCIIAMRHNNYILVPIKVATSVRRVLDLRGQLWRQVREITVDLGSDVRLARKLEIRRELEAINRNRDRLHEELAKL
#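 1.25 nM PFK with 0.5 mM F6P and 0.1 mM ATP in 0.1 M TEA pH 8.0, 5 mM MgCl2, incubated 45 min at room temperature; ADP measured by ADP-Glo luminescence; compounds titrated up to 57 uM.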
# ELG1 DNA repair = blocks ELG1-dependent DNA repair in HEK293T cells | HEK293T ELG1-luciferase reporter, luminescence, 16 h; DNA damage induced by 5-fluorouridine | Potency, µM (titrated, usually from 46.1 µM), inactives show at the top dose activity change, negative = inhibition, most hits filed as inhibitors | 330,000 compounds, 2.3% hits | AID 504467; further: potency means the concentration at half of the fitted maximal effect; on the % scale 0 is the no-effect control and ±100 the full control effect; nearly all actives have a fitted effect of over 55% in size
#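 Luminescence from the luciferase reporter, measured 30 min after ONE-Glo reagent at room temperature, was the read-out. Beforehand, 2,000 cells per well were exposed for 16 hr at 37 °C to 5-fluorouridine together with compound or vehicle.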
# a7 integrin act = activators of alpha7 integrin expression for muscular dystrophy; alpha7betagal myoblasts, beta-gal FDG fluorescence, 48 h; Potency, µM (series often up to 38.3 µM), without a hit: top-dose activation, usual class: activators; 350,000 compounds, 0.064% hits;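 further: potency means the concentration at half of the fitted maximal effect; 100% = response of the positive control SU9516; nearly all actives have a fitted effect of over 60% in size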
#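 Alpha7betagal+/- myoblasts (passage 13) were plated 16-24 hr, then exposed to compounds (1:260 dilution of DMSO stock) for 48 hours at 37C. After MPER lysis, β-galactosidase reporter activity was read as FDG fluorescence (ex 480/em 540) after 30 minutes.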
# TCR act = activators of T cell receptors. primary human leukocytes, anti-CD3, IL-2 HTRF, 48 h. Potency, µM (series often up to 9.22 µM), inactives show at the top dose activation of IL-2 secretion, hits mostly activators. 330,000 tested, under 10 active. AID 504894; further: % of control where 0% means no effect
#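 HTRF read-out of IL-2 secretion: europium cryptate donor excited at 320nm, d2 acceptor emission at 665nm. Cells were primary human leukocytes incubated 48 hr with compounds and a-CD3 beads, supplying TCR signal only.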
# ASM inhibitor = blocks human secretory acid sphingomyelinase; 340,000 compounds, 0.006% hits; placental ASM, HMU-PC fluorogenic substrate, 60 min; Potency, µM (titrated, usually from 57.5 µM), without a hit: at the highest dose activity change, negative = inhibition, usual class: inhibitors; further: potency means the concentration at half of the fitted maximal effect
#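 Human placenta-derived ASM preincubated with compound 10 min at room temperature, then reacted with 9 uM (final) fluorogenic HMU-PC substrate for 60 min at 37 C. Stop solution raises pH to 10; fluorescence read at Ex 386/Em 447 nm.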
# Chronic BCR inh = chronic active BCR signaling inhibition; ABC-DLBCL IkBa-CBG/CBR reporter, luminescence ratio, 4 h; Potency, µM (titrated, usually from 46.1 µM), for inactives: at the top dose ratio change, negative = lower green/red ratio, actives largely listed as inhibitors; 340,000 compounds, 0.05% hits; AID 493014; active means well fitted inhibition curve with a large enough effect in the signal ratio, with a control signal flat, not every such curve was filed as active; inconclusive means small, poorly fitted or top-dose-only effect, or effect the other way, or a change in a side signal; the % refers to the signal ratio;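 further: potency means the concentration at half of the fitted maximal effect; plate controls were basal doxycycline-induced cells for no effect and cells given 10 µM MG132 for full effect; MG132 reads +100%, hits lower the ratio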
#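 TMD8 human ABC-DLBCL cells with doxycycline-inducible IκBα–green luciferase fusion and unfused red luciferase, in 0.5% FBS medium; compounds up to 46 uM, 4 h at 37C. Green/red luminescence ratio, filter-overlap corrected, fitted to concentration-response curves.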
# TSG101-PTAP inh = blocks PTAP/TSG101 interaction to inhibit HIV-1 budding | AID 493005 | Fluorescence polarization, FITC-PTAP peptide / Tsg101 binding | Potency, µM (doses to about 115 µM), for the others: top-dose activity change, negative = inhibition, hits mostly inhibitors | 340,000 tested, under 10 active; active means well fitted inhibition curve with a large enough effect in the main read-out, with a control signal flat, not every such curve was filed as active; inconclusive means small, poorly fitted or top-dose-only effect, or effect the other way, or a change in a side signal; inactive means no such curve, though single readings can be large or run the other way; further: potency means the concentration at half of the fitted maximal effect; % of control where 0% means no effect
#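 Fluorescence anisotropy tracks displacement of a FITC-tagged PTAP peptide (50 nM) from the Tsg101 binding domain (10 uM), following a 20 min room-temperature incubation at pH 7.5.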
# Mito fusion yeast = blocks mitochondrial division or promotes mitochondrial fusion; S. cerevisiae fusion-defective mutant growth rescue, CellTiterGlo 48 h; 320,000 compounds, 0.23% hits; Potency, µM (top dose mostly 46.1 µM), for inactives: top-dose growth rescue (activation), hits mostly activators;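 further: potency means the concentration at half of the fitted maximal effect; % of control where 0% means no effect; nearly all actives have a fitted effect of over 45% in size; temperature-sensitive fusion mutants such as fzo1-1 at 37 °C on non-fermentable ethanol glycerol medium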
#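 Growth-rescue viability read-out: after 48 h at the non-permissive 37C in glycerol/ethanol YPEG, yeast mitochondrial fusion mutants are measured by CellTiterGlo luminescence; compounds (23 nl pinned per well) restoring growth score as division inhibitors or fusion activators.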
# TSHR antag = human thyrotropin receptor antagonism | P16473 | TSHR-expressing cells, TSH-stimulated cAMP HTRF, 2 h; active compounds read low | activity change, negative = inhibition, % at 11.5 µM | 330,000 compounds, 0.2% hits | AID 504810;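 active means activity change below a set negative limit, meaning inhibition stronger than a set level, cut at about -70% in these data; inconclusive means activity change between two set negative limits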; further: on the % scale 0 is the no-effect control and ±100 the full control effect
#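 Inhibition of cAMP made by TSHR-expressing cells under TSH stimulation (4nM final, EC80; 2 h, 37 deg C) is quantified with a one-step lysis HTRF kit, anti-cAMP cryptate versus cAMP-d2.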
# Active calls of the source: *; ? = inconclusive; . = no result given; & = joins results of further samples; [ ] = remark or other dose. Unless noted, the call rests on the fitted dose curve; in most records, active means well fitted curve in the direction sought with a large enough effect; inconclusive means small, poorly fitted or top-dose-only effect, or another doubt; inactive means no such curve, though single readings can be large; an effect the other way counts as inactive or inconclusive.
nr | smiles | Chronic BCR inh | TCR act | Eya2 phos inh | Tb PFK inh | a7 integrin act | TSG101-PTAP inh | ELG1 DNA repair | A-T KAP1 phos | ASM inhibitor | Mito fusion yeast | TSHR antag
1 | CCCN(CC(=O)Nc1ccccc1C)C(=O)c1ccc(N2CCCCC2)c([N+](=O)[O-])c1 | -1% | 1% | -18% | -1% | -4% | -2% | -6% | -8% | -8% | 1% | -1
2 | Cc1ccc(N2Cc3ccccc3OC(C)C2=O)cc1 (centres undefined) | 1% | -2% | -2% | -1% | -12% | -3% | 6% | 6% | 1% | 1% | 0
3 | Cn1cccc1C(=O)NC(=O)CSc1nnc(C2CC2)n1-c1ccccc1 | 6% | -13% | 12% | 0% | -22% | -3% | -9% | 3% | -1% | -5% | 8
4 | O=C(CSc1nc(=O)n2ccccc2n1)N1CCN(c2ccccc2)CC1 | 1% | -2% | -31% | -3% | 16% | -2% | -4% | -5% | 5% | -15% | 22
5 | COc1ccccc1COCC(O)CN1CCN(S(=O)(=O)c2cccc(F)c2)CC1 (centres undefined) | -1% | 2% | 1% | -2% | 4% | 1% | 5% | 3% | 0% | -3% | -29
6 | COc1ccccc1NC(=O)CSc1nnc(CNC(=O)c2cccs2)o1 | ? | 9% | 8% | 3% | -23% | -4% | 16% | 6% | 1% | -1% | 4
7 | CCOC(=O)C1=C(C)NC(C)=C(C(=O)OCC)C1c1cccc(C)n1 | 0% | 0% | ? | -3% | ? | 1% | ? | 2% | 155%[activator] | 2% | 7
8 | CC(C)(Oc1ccc(CCNC(=O)c2ccc(Cl)cc2)cc1)C(=O)O | ? | -14% | 1%&0% | 0% | . | -1% | 0% | 3% | -1% | -33%&-7%[inhibitor] | -3&18
9 | O=C1c2ccccc2C(=O)N1CC(O)CNc1ccc(Br)cc1 (centres undefined) | -1% | -6%[46.1 µM] | -9% | 1% | 5% | -2% | 0% | -6% | -7% | 20% | -9
10 | CC(C)Oc1ccc(C(=O)NC(=S)N2CCOCC2)cc1 | -3% | -8%[46.1 µM] | 0% | 0% | 23% | -5% | ? | -1% | 9% | -4% | 6
11 | Cc1c(NC(C)C)c(=O)n(-c2ccccc2)n1C | ? | 1% | 14% | 0% | . | ? | 24% | -1% | -2% | 0% | 7
12 | C(=N\Nc1ccccn1)/c1cccnc1 | 5% | . | -6% | -6% | 38% | -6% | 42% | -23% | 2% | -1% | 0
13 | Cc1cc(NS(=O)(=O)c2ccc(NC(=O)/C=C/c3ccco3)cc2)nc(C)n1 | ? | 2% | 5% | 3% | 4% | -4% | 6% | -4% | -1% | 6% | -1
14 | Nc1nc(SCc2ccc(Cl)cc2)ns1 | 0% | -2% | -16% | -20% | -24% | -1% | ? | 22% | 0% | 27% | -34
15 | C=CCc1cccc(/C=C/c2cc(=O)c3ccccc3[nH]2)c1O | 6% | -2%[46.1 µM] | 2% | -6% | 33% | 0% | ? | -10% | 27% | -5% | 0
16 | O=C(NCc1ccccc1)c1ccc2c(c1)C(=O)N(Cc1ccncc1)C2=O | ? | 3% | 0% | -1% | 1% | -1% | 22% | -3% | -5% | -2% | -11
17 | O=C(/C=C/c1ccccc1)OCCCCN=C1NS(=O)(=O)c2ccccc21 | -2% | 3% | -1% | -1% | -2% | -3% | ? | 3% | -7% | -2% | -1
18 | COc1cccc(CC(=O)OCC(=O)c2cc(OC)ccc2OC)c1 | -1% | -2% | 1% | 3% | ? | 0% | 5% | 9% | -2% | 1% | 2
19 | CC(=O)n1nc(-c2ccccc2)nc1NCc1cccs1 | ? | -34% | -14% | 2% | 10% | -3% | ? | 0% | -5% | -3% | -1
20 | COC(=O)Cc1c(C)nc2nc(NCc3cccc([N+](=O)[O-])c3)[nH]n2c1=O | 3% | -3% | 1% | 1% | -5%[7.66 µM] | -3% | 0% | -1% | 1% | -3% | 5
21 | Cc1ccc(CCN2CC(C(=O)NC(C)C)CC2=O)cc1 (centres undefined) | 9% | 4% | -24% | 0% | -11% | -5% | 8% | 20% | -1% | 8% | 4
22 | CCCc1cn(S(=O)(=O)c2ccc(OC)cc2OC)nc1N | -6% | . | -30% | -1% | 27% | . | ? | 4% | -3% | 1% | -1
23 | Cc1cc(N(CC(=O)O)S(C)(=O)=O)ccc1Br | ? | -2% | 11% | -3% | 9% | -4% | -6% | -1% | 0% | -2% | 2
24 | CCOC(=O)C1=C(COC(=O)c2cc(S(=O)(=O)N(C)C)ccc2C)NC(=O)NC1C (centres undefined) | ? | 0% | 16% | -1% | 10% | -3% | -1% | 8% | 5% | -2% | 10
25 | CC(C)Cc1ccc(CN2CCCC(NC(=O)CCn3cnnn3)C2)cc1 (centres undefined) | 1% | . | 2% | 0% | -17% | -5% | 0% | 10% | -1% | -1% | 21

# The closing 5 compounds of the section above lead into the next:
nr | smiles | Chronic BCR inh | TCR act | Eya2 phos inh | Tb PFK inh | a7 integrin act | TSG101-PTAP inh | ELG1 DNA repair | A-T KAP1 phos | ASM inhibitor | Mito fusion yeast | TSHR antag
21 | Cc1ccc(CCN2CC(C(=O)NC(C)C)CC2=O)cc1 (centres undefined) | 9% | 4% | -24% | 0% | -11% | -5% | 8% | 20% | -1% | 8% | 4
22 | CCCc1cn(S(=O)(=O)c2ccc(OC)cc2OC)nc1N | -6% | . | -30% | -1% | 27% | . | ? | 4% | -3% | 1% | -1
23 | Cc1cc(N(CC(=O)O)S(C)(=O)=O)ccc1Br | ? | -2% | 11% | -3% | 9% | -4% | -6% | -1% | 0% | -2% | 2
24 | CCOC(=O)C1=C(COC(=O)c2cc(S(=O)(=O)N(C)C)ccc2C)NC(=O)NC1C (centres undefined) | ? | 0% | 16% | -1% | 10% | -3% | -1% | 8% | 5% | -2% | 10
25 | CC(C)Cc1ccc(CN2CCCC(NC(=O)CCn3cnnn3)C2)cc1 (centres undefined) | 1% | . | 2% | 0% | -17% | -5% | 0% | 10% | -1% | -1% | 21
26 | CC(=O)c1cccc(NC(=O)C(C)OC(=O)CCN=C2NS(=O)(=O)c3ccccc32)c1 (centres undefined) | -17% | 3% | -11% | 15% | 18% | 1% | 4% | 0% | . | -2% | 1
27 | O=C(CSc1ccccc1C(=O)O)NC1CCCCCCC1 | ? | -3% | 10% | 2% | -11% | 0% | ? | 4% | 3% | -1% | 2
28 | C/C(=C\C(=S)Nc1ccccc1)Nc1cccc2ccccc12 | -7% | 7%[46.1 µM] | 5% | 0% | 35% | 0% | 6% | -7% | 0% | 9% | 3
29 | COC(=O)c1oc2nc(C)cc(C)c2c1N | ? | 4% | -4% | 25% | 17% | -3% | 11% | -2% | 64%[activator] | -1% | 12
30 | Cn1cc(Br)c(C(=O)Nc2sc3c(c2C(N)=O)CCC3)n1 | ? | 9% | -10% | 0% | 16% | -2% | ? | -1% | 11% | -2% | 4
31 | COc1ccc(CNC(=O)COC(=O)c2c[nH]c(=O)[nH]c2=O)cc1OC | 1% | -4% | 3% | 0% | 9% | -3% | 3% | 6% | 2% | 3% | -7
32 | COc1cc2c(cc1OC)C(c1cccs1)N(C(=O)c1cccnc1)CC2 (centres undefined) | -27% | -8% | -2% | 2% | -23% | -1% | 10% | 1% | -1% | 1% | 14
33 | COC(=O)c1c(NC(=O)CSc2nc3ccccc3c(=O)n2-c2ccccc2)sc(C)c1C | 0% | -5%[46.1 µM] | -2% | -1% | -14% | -1% | -19% | 1% | -1% | 1% | 6
34 | C1CN=C(NC23CC4CC(CC(C4)C2)C3)C1 | -1% | 0%[46.1 µM] | 4% | -6% | ? | -5% | -1% | -2% | 8% | -21% | -5
35 | O=C(c1cccc(C(F)(F)F)c1)C1CCCN(C(=O)Cn2cncn2)C1 (centres undefined) | 1% | -6% | -1% | 0% | -10% | 2% | 1% | 1% | 0% | -2% | -4
36 | Cc1ccccc1NC(=S)N1CCN(Cc2ccc3c(c2)OCO3)CC1 | -2% | 12%[46.1 µM] | -22% | 3% | 3% | -1% | -10% | -1% | 5% | 1% | 3

# Source: PubChem
